From PubChem
S1P2 blocker: human S1P2 receptor antagonists, primary screen, cell-based; Sphingosine 1-phosphate receptor 2 (Homo sapiens), O95136; cell-based S1P2 antagonist assay, inhibition at 5 uM; inhibition, % at 5 µM; actives 0.21% (n = 97,000); in the data active means inhibition above about 45%;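 further: CRE beta-lactamase reporter cells expressing human S1P2 stimulated with S1P; 0% = agonist at EC80 alone and 100% = agonist plus reference antagonist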
PostGolgi yeast: phenotypic screen on post-Golgi transport, primary screen. post-Golgi transport phenotypic cell assay. inhibition, % at 10 µM. actives 0.9% (n = 98,000). AID 739, 2007;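 further: yeast cells grown in 1536-well plates; yeast grown about 18 h at 30C before absorbance read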
PostGolgi ctrl: growth inhibition of yeast control strain, primary screen, counter-screen for post-Golgi transport modulator project; inhibition, % at 10 µM; actives 5% (n = 98,000); efflux-deficient yeast background strain, growth absorbance A615, 16 h
CYP2C19 inh: blockers of cytochrome P450 2C19 activity – biochemical, luminescence, ADME assay, primary screen. CYP2C19 Supersomes, luciferin-H EGE luminescence, 30 min. inhibition, % at 5 µM. P33261. actives 21% (n = 96,000);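 active means CYP2C19 inhibition above a set limit at 5 µM in the primary screen, cut at about 50% in these data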;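 further: plate controls were negative control wells for no effect and 2.5 mM tranylcypromine positive control for full effect; values of inactives mirror those of a sister screen read the other way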
Target sequence (P33261 whole entry, looked up): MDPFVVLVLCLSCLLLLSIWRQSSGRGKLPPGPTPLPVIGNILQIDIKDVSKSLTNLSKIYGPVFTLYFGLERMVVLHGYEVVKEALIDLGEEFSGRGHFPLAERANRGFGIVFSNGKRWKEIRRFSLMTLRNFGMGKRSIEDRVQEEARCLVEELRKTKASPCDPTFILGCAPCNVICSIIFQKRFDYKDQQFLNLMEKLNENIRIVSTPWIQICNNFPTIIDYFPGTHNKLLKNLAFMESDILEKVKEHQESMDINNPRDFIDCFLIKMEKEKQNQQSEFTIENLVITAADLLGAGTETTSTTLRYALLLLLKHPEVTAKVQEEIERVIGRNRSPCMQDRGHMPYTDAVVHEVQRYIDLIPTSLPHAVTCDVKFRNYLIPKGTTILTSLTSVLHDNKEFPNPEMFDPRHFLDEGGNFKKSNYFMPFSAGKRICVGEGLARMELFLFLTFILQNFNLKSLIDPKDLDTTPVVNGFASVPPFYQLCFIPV
DAT uptake mod: changed hDAT dopamine uptake under cocaine IC80, either direction, primary screen, cocaine antagonist project, cell-based, LLC-PK1 hDAT, [14C]-dopamine uptake, MLSMR. Sodium-dependent dopamine transporter (Homo sapiens), Q01959. LLC-PK1 hDAT cells, [14C]-dopamine uptake with cocaine IC80; actives deviate in either direction. B-score at 10 µM. actives 1.3% (n = 110,000). AID 449768, 2010;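 active means Z score or B-score, a plate-position-corrected score, falls beyond the plate's 99.7% confidence bounds, in either direction; inactive means both scores lie inside the 99.7% bounds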;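 further: scored against the spread of the other compound wells on the same plate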
CYP2C19 act: human CYP2C19 activators, primary screen, biochemical, luminescence | Cytochrome P450 2C19 (Homo sapiens), P33261 | recombinant CYP2C19, luciferin-H EGE luminescence; hits give high values; 0 = fully inhibited enzyme, 1 = untreated enzyme | activation factor at 5 µM | 96,000 tested, under 10 active | AID 1025, 2008;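 active means activation factor of at least 2 at 5 µM in the primary screen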;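 further: 0 = wells with 2.5 mM tranylcypromine and 1 = vehicle-only wells; values of inactives mirror those of a sister screen read the other way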
sEH activator: soluble epoxide hydrolase activators, primary screen, biochemical, human sEH; AID 717, 2007; purified human sEH enzymatic activity, activator screen; Bifunctional epoxide hydrolase 2 (Homo sapiens), P34913; activation, % at 2 µM; actives 0.04% (n = 91,000); in the data active means activation above about 37%; further: values of inactives mirror those of a sister screen read the other way
Target sequence (P34913 whole entry, looked up): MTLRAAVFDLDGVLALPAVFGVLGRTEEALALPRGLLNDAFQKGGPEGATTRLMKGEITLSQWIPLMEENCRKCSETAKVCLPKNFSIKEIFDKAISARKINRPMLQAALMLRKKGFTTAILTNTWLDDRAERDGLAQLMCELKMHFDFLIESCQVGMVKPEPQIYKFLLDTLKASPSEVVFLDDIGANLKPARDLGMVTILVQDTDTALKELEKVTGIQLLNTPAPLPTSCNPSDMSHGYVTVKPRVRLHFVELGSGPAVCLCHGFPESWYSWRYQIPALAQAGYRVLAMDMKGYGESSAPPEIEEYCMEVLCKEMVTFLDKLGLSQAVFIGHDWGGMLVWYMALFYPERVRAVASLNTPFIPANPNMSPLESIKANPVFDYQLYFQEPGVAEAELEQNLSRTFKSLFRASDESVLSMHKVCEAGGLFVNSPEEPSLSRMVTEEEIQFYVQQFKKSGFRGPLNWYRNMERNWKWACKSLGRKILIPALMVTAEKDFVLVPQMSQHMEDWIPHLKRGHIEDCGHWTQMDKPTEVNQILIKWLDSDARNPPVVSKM
S1P2 ag: S1P2 receptor agonists, primary screen, cell-based; S1P2-expressing cell line, agonist reporter read-out; activation, % at 4.5 µM; actives 0.46% (n = 97,000); AID 729, 2007; in the data active means activation above about 16%;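 further: 0% = vehicle low control and 100% = maximal reference agonist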
sEH inhibitor: soluble epoxide hydrolase inhibitors, primary screen, biochemical, human sEH; actives 0.34% (n = 91,000); inhibition, % at 2 µM; recombinant human sEH enzymatic activity assay; Bifunctional epoxide hydrolase 2 (Homo sapiens), P34913; in the data active means inhibition above about 80%; further: values of inactives mirror those of a sister screen read the other way; many of its hits are not listed in these tables
The depositor's hits bear a star; · = not tested or not shown. Unless noted, no stated cut-off is given here; in the data, active means inhibition above about 30%; inactive means the rest.

1. CCC(C)(C)NC(=O)C(c1cccn1C)N(C(=O)Cn1nnc2ccccc21)c1ccc(OC)cc1 (centres undefined)
2. CCn1nc(NC(=O)c2ccccn2)c2cc3cc(C)ccc3nc21
3. CCCCC(=O)NC(c1cccc([N+](=O)[O-])c1)c1c(OC(C)=O)ccc2ccccc12 (centres undefined)
4. CCCS(=O)(=O)Nc1c(C(=O)O)[nH]c2ccccc12
5. CC1=CC(=O)OC1Cc1ccncc1 (centres undefined)
6. Cc1cccc(-n2nc3c(c2NC(=O)c2ccco2)CSC3)c1C
7. O=C(C1CCN(S(=O)(=O)c2cccs2)CC1)N1CCc2ccccc2C1
8. O=C(Cn1nnc(-c2ccc3c(c2)OCO3)n1)N1CCOCC1
9. COc1ccccc1/C=C/C1=NC(=C\N(C)C)/C(=O)O1
10. O=C(CCC1CCCCC1)Nc1ccccc1-c1ccccc1
assay / entry	1	2	3	4	5	6	7	8	9	10
S1P2 blocker	9.7	-35.0	-18.6	-20.5	27.9	9.2	-8.3	-2.8	9.0	-8.8
PostGolgi yeast	3.9	17.4	·	2.6	4.2	-0.6	-1.3	-3.6	-0.8	6.5
PostGolgi ctrl	13.2	15.8	·	-1.5	2.4	3.9	6.4	10.9	13.8	7.5
CYP2C19 inh	2.5	14.5	·	11.8	23.5	20.3	22.0	-1.1	19.5	0.5
DAT uptake mod	0.0485	1.51	0.0762	0.0171	-0.131	0.0476	0.519	-0.482	0.0979	0.934
CYP2C19 act	1	0.9	·	0.9	0.8	0.8	0.8	1	0.8	1
sEH activator	0.9	-7.1	0.9	2.9	-8.2	-5.5	-0.3	7.0	-6.1	-1.4
S1P2 ag	-3.9	14.2	-3.8	-3.2	-2.9	-6.2	-5.3	0.3	3.0	-6.1
sEH inhibitor	0.1	6.6	2.3	-1.6	8.5	6.9	-0.2	-9.0	5.2	5.3

11. O=C(c1cccc(Cl)c1)N1CCN(c2ccccn2)CC1
12. O=C(COc1ccccc1)Nc1ccc(S(=O)(=O)N2CCCCCC2)cc1
13. Cc1nc2cc(NC(=O)NCc3ccco3)ccc2o1
14. CC(C)c1nnc(NC(=O)CCC(=O)NCC2CCCO2)s1 (centres undefined)
15. CC(C)(C)C(=O)c1cn(CC(=O)NCc2ccc3c(c2)OCO3)c2ccccc12
16. O=C(O)c1ccc(S(=O)(=O)Cc2ccccc2)cc1
17. Cc1ccc2[nH]c3c(N4CCCCCC4)ncnc3c2c1
18. COCC(C)n1c(C)cc(C(=O)COC(=O)c2oc3ccccc3c2C)c1C (centres undefined)
19. Cc1nnc(C)c2c(C)n(C(c3ccccc3)c3ccccc3)c(C)c12
20. COc1cc(CN(C)Cc2ccccc2)cc(OC)c1O
assay / entry	11	12	13	14	15	16	17	18	19	20
S1P2 blocker	8.7	-12.9	2.1	5.4	-4.8	-8.9	91.7*	-5.8	1.6	-8.1
PostGolgi yeast	-6.8	1.1	-11.6	6.1	6.8	4.0	13.9	4.3	10.1	-1.6
PostGolgi ctrl	11.1	16.5	12.8	-1.2	11.4	10.8	5.0	10.9	7.4	1.2
CYP2C19 inh	89.8*	14.9	27.8	-1.1	52.7*	-3.5	38.9	28.5	40.7	65.0*
DAT uptake mod	-1.33	-0.163	0.0262	0.244	-0.513	-1.37	·	1.43	1.21	-0.308
CYP2C19 act	0.1	0.9	0.7	1	0.5	1	0.6	0.7	0.6	0.3
sEH activator	23.3	-16.8	1.1	-8.4	-12.9	0.9	-12.2	3.7	8.6	-11.3
S1P2 ag	-2.0	-2.3	-1.3	-11.0	-2.3	-2.0	-9.5	-5.8	-1.3	-0.6
sEH inhibitor	-23.4	18.6	-3.1	11.1	14.7	2.3	11.5	-5.7	-10.1	13.7

Just DAT uptake mod, PostGolgi yeast and S1P2 ag (2 entries from above):
cpd	mol	DAT uptake mod	PostGolgi yeast	S1P2 ag
11	O=C(c1cccc(Cl)c1)N1CCN(c2ccccn2)CC1	-1.33	-6.8	-2.0
19	Cc1nnc(C)c2c(C)n(C(c3ccccc3)c3ccccc3)c(C)c12	1.21	10.1	-1.3

The list goes on:
21. C#Cc1ccc(C(=O)Nc2cc(C(N)=O)ccc2N2CCOCC2)cc1
22. COc1ccccc1C(=O)Nc1ccc2c(c1)nc(CN1CCN(C(C)=O)CC1)n2C
23. O=C(COC(=O)c1ccccc1Nc1ccccc1)c1ccccc1
24. CCOc1ccc(/C=N/N(C)c2ccccc2)cc1OC
25. CCOC(CNC(=O)CCc1c(C)nc2ncnn2c1C)OCC
26. COc1ccc(NC(=O)COc2nc(N(C)C)nc(N(C)C)n2)cc1
27. CN(Cc1ccccc1)C(=O)C1CCCN(Cc2ccc(Cl)cc2)C1 (centres undefined)
28. CCOC(=O)N1CCC(N2CCN(S(=O)(=O)c3ccc(C)cc3)CC2)CC1
29. Cc1ccc(Cl)cc1N(Cc1ccc(C(=O)NCc2cccnc2)cc1)S(=O)(=O)c1ccccc1
30. CCN(CC)S(=O)(=O)c1cccc(C(=O)NC(C(=O)Nc2nnc(C)s2)C(C)C)c1 (centres undefined)
assay / entry	21	22	23	24	25	26	27	28	29	30
S1P2 blocker	9.4	-24.9	17.8	-18.1	7.4	7.7	17.9	-9.2	15.6	-12.3
PostGolgi yeast	4.3	12.5	-8.2	-4.4	7.8	3.3	8.9	17.3	-3.5	-7.3
PostGolgi ctrl	25.3	13.1	2.1	26.5	0.8	3.3	5.8	12.1	21.7	3.9
CYP2C19 inh	2.2	25.2	29.9	12.1	-8.7	1.5	24.8	4.6	35.8	43.1
DAT uptake mod	-0.19	0.817	-0.845	-0.435	-0.432	-0.227	0.112	0.744	·	0.866
CYP2C19 act	1	0.7	0.7	0.9	1.1	1	0.8	1	0.6	0.6
sEH activator	-4.3	3.1	8.5	-4.6	-2.0	-9.8	-1.6	1.4	-15.8	0.3
S1P2 ag	-6.7	0.0	-1.4	1.1	-5.2	1.7	-7.5	-6.0	-3.3	-2.0
sEH inhibitor	4.3	-3.0	-6.0	6.5	4.2	9.7	4.9	-0.7	14.9	-0.9

Taken from above:
Entry of COc1ccccc1C(=O)Nc1ccc2c(c1)nc(CN1CCN(C(C)=O)CC1)n2C in S1P2 ag: 0.0
Entry of CN(Cc1ccccc1)C(=O)C1CCCN(Cc2ccc(Cl)cc2)C1 (centres undefined) in S1P2 ag: -7.5
Entry of CCOC(=O)N1CCC(N2CCN(S(=O)(=O)c3ccc(C)cc3)CC2)CC1 in DAT uptake mod: 0.744
Entry of CCOC(CNC(=O)CCc1c(C)nc2ncnn2c1C)OCC in DAT uptake mod: -0.432
Entry of O=C(COC(=O)c1ccccc1Nc1ccccc1)c1ccccc1 in PostGolgi yeast: -8.2
Entry of Cc1ccc(Cl)cc1N(Cc1ccc(C(=O)NCc2cccnc2)cc1)S(=O)(=O)c1ccccc1 in sEH inhibitor: 14.9

Going on with the list:
31. Cn1c(=O)cc(NCCc2ccccc2)[nH]c1=O
32. COc1cc(NC2=CC(=O)CC(C)(C)C2)cc(OC)c1
33. CCOC(=O)c1c(NC(=O)Cn2nnc(-c3ccccc3Cl)n2)sc(C)c1C
34. CSc1nnc(-c2cccs2)n1-c1ccccc1
35. O=C(CCn1c(=O)oc2ccccc21)NCc1cccs1
36. O=C1c2sc3nc4ccccc4n3c2C(=O)N1c1ccccc1Cl
37. CCCCN(C(=O)NC(=O)Nc1ccccc1OC)S(C)(=O)=O
38. Cc1[nH]nc2nc3c(c(OC(=O)c4ccccc4)c12)c(=O)n(C)c(=O)n3C
39. O=C(COC(=O)C1=COCCO1)Nc1cccc(Oc2ccccc2)c1
40. Cc1ccc(NC(=O)CN2C(=O)NC3(CCC(C)CC3)C2=O)c(Cl)c1 (centres undefined)
assay / entry	31	32	33	34	35	36	37	38	39	40
S1P2 blocker	-2.2	·	0.0	-19.8	-19.8	20.2	6.3	-8.5	-2.2	9.3
PostGolgi yeast	9.1	1.6	-3.2	1.6	·	0.3	1.8	6.2	16.0	-6.3
PostGolgi ctrl	-1.4	-7.0	4.4	6.7	·	6.6	9.6	12.7	10.6	-0.8
CYP2C19 inh	-9.1	0.2	24.4	42.9	·	-10.5	27.3	-15.9	14.2	10.0
DAT uptake mod	-1.81	1.06	·	1.61	-0.0481	-0.151	-0.732	·	-0.675	-0.295
CYP2C19 act	1.1	1	0.8	0.6	·	1.1	0.7	1.2	0.9	0.9
sEH activator	-10.9	·	2.0	-5.2	3.1	-5.3	19.0	-7.1	1.8	2.0
S1P2 ag	-0.3	·	-3.2	-2.0	-8.6	-2.0	-1.8	-4.6	-4.2	-5.8
sEH inhibitor	13.2	·	-2.4	7.9	1.9	6.3	-19.5	10.4	1.2	-2.5

41. CCCCn1c(SCC(=O)NCc2ccco2)nc2c1c(=O)n(C)c(=O)n2C
42. O=C(COC(=O)c1ccco1)NCc1ccco1
43. CC(Sc1nc2ccccc2[nH]1)C(=O)O (centres undefined)
44. CCSc1nc(N)c(C#N)c(-c2ccco2)c1C#N
45. COc1cccc2cc(C(=O)N3CCN(c4ccccn4)CC3)c(=O)oc12
46. c1ccc(CSc2nnc(-c3cccnc3)o2)cc1
47. O=C(Nc1ccc2c(c1)OCO2)c1cc2ncc(Br)cn2n1
48. OC(COc1c(Br)cc(Br)cc1Br)CN1CCOCC1 (centres undefined)
49. O=C(CSc1nc(-c2ccccc2)nn1C(=O)c1ccccc1)Nc1cccc([N+](=O)[O-])c1
50. Cc1ccccc1-c1cc2c(nn1)-c1ccccc1C2=O
51. O=C(Nc1ccc(F)cc1)c1cccc(NC(=O)C2C3CC4OC(=O)C2C4C3)c1 (centres undefined)
assay / entry	41	42	43	44	45	46	47	48	49	50	51
S1P2 blocker	-8.1	-1.4	7.4	-23.1	12.7	-18.3	-8.6	2.4	10.9	-5.8	-0.3
PostGolgi yeast	·	3.4	17.6	·	11.7	·	-6.2	5.1	4.6	-3.2	-3.5
PostGolgi ctrl	·	6.9	-3.8	·	-3.0	·	4.3	5.1	12.2	27.0	7.8
CYP2C19 inh	·	0.2	-6.1	·	34.1	·	3.7	91.5*	41.9	18.1	-8.2
DAT uptake mod	-0.0184	-0.0553	-1.6	-0.536	-0.387	0.807	-0.202	-1.06	-0.9	-1.35	0.692
CYP2C19 act	·	1	1.1	·	0.7	·	1	0.1	0.6	0.8	1.1
sEH activator	3.5	-10.4	23.9	10.6	-15.1	1.9	-6.0	-2.3	-14.7	4.8	-20.6
S1P2 ag	-0.6	-12.8	-4.0	0.2	-6.5	-4.8	4.1	-9.6	-3.9	0.3	-3.7
sEH inhibitor	-1.1	11.9	-26.7	-7.6	13.4	3.5	6.3	2.7	16.4	-2.8	20.4

Fetched one by one from the list above (four):
47. O=C(Nc1ccc2c(c1)OCO2)c1cc2ncc(Br)cn2n1
50. Cc1ccccc1-c1cc2c(nn1)-c1ccccc1C2=O
46. c1ccc(CSc2nnc(-c3cccnc3)o2)cc1
45. COc1cccc2cc(C(=O)N3CCN(c4ccccn4)CC3)c(=O)oc12
assay / entry	47	50	46	45
S1P2 blocker	-8.6	-5.8	-18.3	12.7
PostGolgi yeast	-6.2	-3.2	·	11.7
PostGolgi ctrl	4.3	27.0	·	-3.0
CYP2C19 inh	3.7	18.1	·	34.1
DAT uptake mod	-0.202	-1.35	0.807	-0.387
CYP2C19 act	1	0.8	·	0.7
sEH activator	-6.0	4.8	1.9	-15.1
S1P2 ag	4.1	0.3	-4.8	-6.5
sEH inhibitor	6.3	-2.8	3.5	13.4
